MC4R antag cAMP: antagonists of human melanocortin 4 receptor (MC4R) | AID 540295 | P32245 | 0.48% of 360,000 active | MC4R-expressing cells, MTII-stimulated cAMP, LANCE TR-FRET | inhibition, % at 6.5 µM;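 active means inhibition above its plate's cutoff, the mean of tested wells on that plate plus 3 SD, cut at about 29% in these data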;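 further: 0% = Melanotan II alone and 100% = Melanotan II plus saturating MCL0020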
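Assay system: human MC4R-expressing U2OS cells; reagent: Melanotan II stimulation of cells; dosing: 6.5 µM single dose; timing: compound 30 min, challenge 1 h, detection 1 h; signal: TR-FRET cAMP assay; replicates: one well per compound, no replicates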
H9c2 protect: protects H9c2 cardiomyocytes from peroxide injury. H2O2 injury protection, ATPLite, 2 h. protection from H2O2 cell death, % at 20 µM. 0.63% of 360,000 active. AID 588492;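 active means compounds giving at least 50% protection of heart cells from peroxide-induced death in the single-dose screen, raw or plate-pattern-corrected value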;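 further: 0% = DMSO wells with peroxide and 100% = DMSO wells without peroxide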
aDG glyco up: increases alpha dystroglycan glycosylation; Pro5-aDG cells, alpha-DG glycosylation AlphaScreen (IIH6); 0% Pro5, 100% B10-LARGE cell signal; activation, % at 10 µM; 0.22% of 360,000 active; AID 624168;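 active means activation of at least 8% versus controls, or a plate z-score of at least 8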;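 further: Pro5 are CHO cells carrying HIG-tagged alpha-DG that lacks glycosylation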
PDI inh: inhibitors of human protein disulfide isomerase; PDI insulin aggregation turbidity, A650, 90 min; inhibition, % at 10 µM; 0.052% of 350,000 active; AID 588391;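 active means mean inhibition across replicates of 30% or more, whatever share of single replicates reach that level; inconclusive means mean inhibition below 30% while every single replicate reaches 30%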;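 further: absorbance from insulin aggregation driven by PDI reduction with DTT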
Target sequence (P07237 whole entry, looked up): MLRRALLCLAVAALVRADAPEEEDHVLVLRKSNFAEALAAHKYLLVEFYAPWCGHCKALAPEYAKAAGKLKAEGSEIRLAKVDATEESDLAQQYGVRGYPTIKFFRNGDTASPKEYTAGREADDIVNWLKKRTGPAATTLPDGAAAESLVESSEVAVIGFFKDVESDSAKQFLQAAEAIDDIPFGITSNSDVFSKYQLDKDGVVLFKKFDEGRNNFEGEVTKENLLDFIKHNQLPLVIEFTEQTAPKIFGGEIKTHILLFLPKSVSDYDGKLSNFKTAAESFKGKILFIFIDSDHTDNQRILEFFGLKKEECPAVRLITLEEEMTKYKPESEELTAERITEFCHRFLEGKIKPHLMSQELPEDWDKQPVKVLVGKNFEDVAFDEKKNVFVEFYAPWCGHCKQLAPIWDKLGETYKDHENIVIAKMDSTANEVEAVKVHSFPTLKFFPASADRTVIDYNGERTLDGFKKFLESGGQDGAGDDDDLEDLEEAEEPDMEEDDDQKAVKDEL
CaV13 ICDI inh: Disruptors of the CACNA1D IQ motif to Ca2+-dependent inactivation inhibitor domain association, primary screening, Förster resonance energy transfer in intact living … | HEK cells, CFP/YFP FRET ICDI-IQ, plate reader, 10 min; percent FRET-ratio fall versus neutral wells | inhibition, % at 12.3 µM | 0.098% of 340,000 active;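 active means mean replicate inhibition of at least 30% and at least 1% of replicates passing that level; inconclusive means only one of the two criteria is met; inactive means neither criterion is met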;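 further: 0% = median of the neutral control wells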
ABCB6 inh MLPCN: blocks the human ABCB6 transporter; Q9NP58; K562-ABCB6 porphyrin accumulation, flow cytometry, 1 h; hits give low values; fluorescence ratio to DMSO, % at 10 µM; 0.19% of 360,000 active; AID 602162;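 active means fluorescence ratio to DMSO below 75%, the collection mean minus 3 SD; inconclusive means too few cells collected in the well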;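 further: signal is porphyrin accumulated inside mitochondria; 100% equals median channel fluorescence of DMSO control wells; lower ratio means ABCB6 inhibition with less porphyrin fluorescence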
Vif imaging: blocks HIV Vif function; inhibition, % at 7.49 µM; AID 602346; HEK293T cells, Vif self-association by quenched fluorescence, imaging, 24 h; 0.35% of 340,000 active; in the data active means inhibition above about 50%, passing the limit was not always enough; inconclusive means no clear call, values can overlap the other calls; inactive means below about 31%; further: some results filed as inactive read as strong as hits
HTR2A ag: mouse HTR2A agonism via beta-arrestin recruitment; CHO-K1 mHTR2A beta-arrestin complementation, luminescence; percent of 30 µM serotonin response; P35363; activation, % at 7.6 µM; 0.66% of 360,000 active;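 active means activation above a run cutoff, the mean activation of all tested compounds plus 3 SD, cut at about 14% in these data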;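 further: 0% = plate median of compound wells and 100% = 30 µM serotonin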
Target sequence (P35363 whole entry, looked up): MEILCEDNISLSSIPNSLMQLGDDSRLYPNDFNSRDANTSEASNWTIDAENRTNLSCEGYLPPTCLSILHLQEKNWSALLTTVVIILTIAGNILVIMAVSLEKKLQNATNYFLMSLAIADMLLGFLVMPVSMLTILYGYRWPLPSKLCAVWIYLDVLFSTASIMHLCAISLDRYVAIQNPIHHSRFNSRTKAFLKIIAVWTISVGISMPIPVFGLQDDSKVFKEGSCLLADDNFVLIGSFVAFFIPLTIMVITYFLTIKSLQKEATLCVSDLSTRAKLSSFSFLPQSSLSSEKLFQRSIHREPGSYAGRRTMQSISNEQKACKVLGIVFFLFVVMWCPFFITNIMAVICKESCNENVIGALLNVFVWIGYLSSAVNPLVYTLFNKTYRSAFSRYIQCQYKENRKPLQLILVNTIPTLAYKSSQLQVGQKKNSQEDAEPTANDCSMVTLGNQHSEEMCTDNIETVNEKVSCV
N-glyco inh: N-linked glycosylation inhibition; D54 ERlucT glycosylation luciferase reporter, 24 h; percent of 100 nM tunicamycin response; 0.23% of 360,000 active; reporter increase, % at 12.5 µM;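 active means mean luciferase reporter signal, scaled so untreated is 0 and the glycosylation-blocking control 100, at or above a set limit in every replicate; inconclusive means mean reaches the limit but not every replicate does; inactive means mean below the limit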;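 further: luciferase carries N-glycosylation sites so blocking glycosylation raises the light; 0% = median of neutral control wells and 100% = median of 100 nM tunicamycin wells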
MC4R ag barr: activates human MC4R beta-arrestin recruitment | P32245 | U2OS MC4R beta-arrestin complementation, luminescence; percent of melanotan II response, DMSO zero | activation, % at 8.9 µM | 0.98% of 360,000 active;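 active means activation above a per-plate cutoff, the mean activation of sample wells on that plate plus 3 SD, cut at about 8% in these data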
Starred values were filed as active, the others as inactive; i = inactive; ? = inconclusive; / = not tested or not shown; & = joins results of further samples; ! = not confirmed by another sample.

SMILES | MC4R antag cAMP | H9c2 protect | aDG glyco up | PDI inh | CaV13 ICDI inh | ABCB6 inh MLPCN | Vif imaging | HTR2A ag | N-glyco inh | MC4R ag barr
O=c1c2ccccc2sc2ccccc12 | -1 | -2 | 0.2 | 10 | -7 | 104 | 4 | -3 | 2 | -1.4
CCc1ccccc1NC(=O)CN(C)C(=O)CN1C(=O)NC2(CCCCCC2)C1=O | 14 | 10 | 0.1 | 0 | -8 | 93 | / | 5 | 0 | 0.7
Cc1cc(NC(=O)c2c(-c3c(F)cccc3Cl)noc2C)no1 | -2 | -1 | 0.0 | 3 | -17 | 98 | -1 | -3 | 1 | -2.1
CCN(Cc1ccccc1)C(=O)C1CCN(c2ncnc3c2nc2n3CCCCC2)CC1 | 5 | 8 | 0.1 | -10 | -1 | 94 | -6 | 4 | -1 | -1.5
CC(C)Cc1nnc(NC(=O)CN2C(=O)NC3(CCCCC3)C2=O)s1 | -4 | 2 | -0.5 | 9 | / | 98 | 12 | 7 | 2 | -3.9
CCOCCCNC(=O)Cn1cnc2c(cnn2-c2ccc(OC)cc2)c1=O | 1 | -7 | -0.1 | -9 | -5 | 102 | 3 | -3 | 1 | -1.1
O=C(NCC(O)c1nc2ccccc2[nH]1)c1cc2ccccc2[nH]1 (stereo not drawn) | / | 4 | 0.0 | / | -3 | 97 | -2 | -8 | 0 | /
COc1cc(C(=O)/C=C/Nc2ccc(NC(C)=O)cc2)cc(OC)c1OC | 3 | 7 | -0.1 | -5 | -7 | 99 | -3 | 0 | 7 | 0.7
O=C(CSc1ccc(Br)cc1)N1CCOCC1 | 4 | 2 | 0.1 | -10 | -18 | 92 | -2 | 4 | 0 | -1.1
COc1ccc2nc(N/C(N)=N/S(C)(=O)=O)nc(C)c2c1 | -4 | 0 | 0.3 | 1 | -1 | 97 | -13 | 0 | 3 | -2.7
COc1c(C)cc(C(=O)C2CCCN(C(=O)c3cc(C)on3)C2)cc1C (stereo not drawn) | 1 | -1 | -0.3 | -4 | -2 | 97 | 2 | -1 | -1 | -0.5
O=C(CCSCc1ccccc1Cl)NCc1cccs1 | 0 | -3 | -0.1 | -8 | -6 | 98 | -1 | -3 | 0 | -2.1
Nc1nc(SCC(=O)Nc2ccc(Cl)cc2C(F)(F)F)n[nH]1 | -2 | -4 | -0.1 | -3 | -6 | 100 | -6 | 0 | -1 | -3.9
O=C(c1ccc([N+](=O)[O-])cc1)n1nc(-c2ccccc2)nc1NCc1ccc(F)cc1 | 21 | -4 | 0.0 | -2 | -6 | 101 | -2 | 8 | -5 | 2.5
COc1cc(NC(=O)c2csc(-c3ccncc3)n2)cc(C(=O)Nc2cccc(C(F)(F)F)c2)c1 | 39*! | 59* | -0.3&-0.5 | 2&-4 | -5&-4 | 96&97 | 0&-9 | 2&0 | -11&-7 | 1.9&0.9
CC(C)CN(CC(C)C)C(=S)Nc1ccc(Cl)cc1 | -1 | -1 | 0.0 | 9 | -4 | 96 | -2 | 1 | -1 | 2.0
Nc1ccc(-n2c(N)c(C(=O)NCc3ccc4c(c3)OCO4)c3nc4ccccc4nc32)cc1 | 6 | 18 | -0.5 | -7 | -5 | 91 | 5 | 2 | -6 | 13*
O=C(O)c1ccc(-n2cc(C(=O)c3ccccc3O)cn2)cc1 | -1 | 3 | -0.3 | 0 | -4 | 94 | 7 | 4 | 3 | -1.0
COc1oc(C(=O)NC2CCCCC2)c(-c2ccc(Cl)cc2)c1S(=O)(=O)c1ccccc1 | 0 | -1 | 0.3 | 4 | -6 | 97 | 27 | 0 | 1 | 4.7
Cc1ccccc1NC(=S)Nc1ccccn1 | -3 | -6 | 0.1 | -4 | -18 | 108 | 2 | -4 | 1 | -0.8
O=C(Nc1ccccc1Cl)C(Cl)C(=O)c1ccccc1 (stereo not drawn) | -4 | 21 | -0.5 | -9 | -5 | 103 | 15 | 3 | -1 | 2.8
O=C(COc1cccnc1[N+](=O)[O-])N1CCN(S(=O)(=O)c2ccccc2)CC1 | 4 | 9 | -0.1 | 11 | -6 | 88 | -1 | 3 | 0 | -2.5
COc1ccc(CCn2c(C)nc3c(c(=O)c4ccccc4n3C)c2=O)cc1 | 6 | 0 | -0.3 | 2 | -5 | 106 | 8 | -2 | 1 | -2.3
COc1ccc(C(=O)NNC(=O)CSc2nnc(C)n2C)cc1 | 21 | 0 | -0.3 | 5 | -1 | 103 | 14 | -3 | 3 | -0.6
COc1ccc(Cl)cc1-c1nc(SCC(=O)NC2CC2)n[nH]1 | -5 | 6 | -0.3 | 16 | -6 | 102 | 3 | -1 | 1 | -2.5
Cc1cc(C)nc(Nc2nc(C(N)Cc3ccc(Cl)cc3)cs2)n1 (stereo not drawn) | -8 | -11 | 1.9 | 4 | -10 | 98 | 1 | 1 | -3 | 9.8*
O=C(CSc1nncc2ccccc12)N1CCOCC1 | 2 | 10 | 0.6 | 4 | -5 | 101 | -1 | 1 | -1 | 0.5
Cc1c(NC(=O)COC(=O)COc2ccc(Nc3ccccc3)cc2)c(=O)n(-c2ccccc2)n1C | 4 | -1 | -0.5 | -2 | -3 | 104 | 1 | -1 | 2 | 0.0
O=C(NCc1ccccc1F)C1CC(=O)N(c2ccc3c(c2)OCCO3)C1 (stereo not drawn) | 6 | 3 | -0.2 | 15 | -6 | 97 | -15 | 0 | 1 | 0.1
C[C@@H](NC(=O)[C@@H]1Cc2ccccc2CN1)C(=O)NCC1CCCO1 (stereo partly drawn) | 4 | 4 | -0.3 | -2 | -16 | 99 | 8 | -2 | 2 | 2.4
CNC(=O)CSc1nc2sccc2c(=O)n1-c1ccccc1 | -1 | 5 | 0.1 | 1 | -5 | 99 | 0 | 0 | 0 | 2.4
Oc1ccccc1N1CCN(c2ncnc3scc(-c4ccccc4)c23)CC1 | 15 | 36 | 0.0 | -12 | -6 | 96 | 2 | 5 | -9 | 3.9
CC1(C(=O)NCc2ccccc2)CCC(=O)N1C1CCN(Cc2ccccc2)CC1 (stereo not drawn) | / | / | 0.1 | / | -14 | 97 | / | -5 | / | /
Cc1cccc(C)c1NC(=S)/C(=C(\[O-])c1cccs1)[n+]1ccccc1 | 1 | 1 | 0.0 | 0 | -3 | 95 | 11 | 0 | 0 | -1.0
O=C(CN(C(=O)c1csnn1)c1ccc(F)c(Cl)c1)NC1CCCC1 | 8 | 8 | 0.0 | 8 | -5 | 97 | -10 | 4 | 2 | -0.1
O=S(=O)(NCCC1CC1(Cl)Cl)c1ccc(Cl)cc1 (stereo not drawn) | 1 | -6 | 0.6 | -7 | -5 | 102 | 2 | -1 | 0 | 0.6
COc1ccccc1OCc1nnc(SCC(=O)N2CCCC2)o1 | 19 | 2 | -0.1 | 2 | -2 | 96 | 1 | 4 | 1 | 2.6
OCCN(CC#CC(O)(c1ccccc1)c1cccc(F)c1)CCO (stereo not drawn) | -10 | 8 | -0.1 | 3 | -13 | 103 | 5 | 0 | 0 | -0.6
O=S(=O)(NCc1ccccc1)c1ccc(Br)s1 | 2 | -2 | 0.0 | -2 | -6 | 96 | ? | 2 | -2 | 0.6
Cc1ccc(S(=O)(=O)N[C@H](C(=O)OCC(=O)NC(=O)Nc2ccc3c(c2)OCCO3)C(C)C)cc1 | -1 | -6 | 0.0 | 0 | -5 | 97 | 7 | 7 | 0 | 0.9
N#Cc1c2c(c(-c3ccccc3Cl)[nH]c1=S)CCCC2 | 13 | 0 | -0.3 | -4 | -2 | 96 | 3 | 10 | 2 | -3.1
O=C(CCC(=O)NC1CCN(Cc2ccccc2)CC1)NCc1ccco1 | 7 | -3 | -0.1 | 2 | -4 | 90 | 7 | -4 | 1 | -0.5
CCCC(C(=O)NCCc1ccc(S(N)(=O)=O)cc1)c1ccccc1 (stereo not drawn) | -1 | 7 | -0.2 | 3 | -5 | 100 | 16 | 1 | 4 | -1.2
CCOC(=O)c1cc2sccc2n1CC(=O)N1CCCC1 | 2 | -2 | 0.3 | -6 | -10 | 93 | 11 | -4 | 2 | 0.4
C/C(CC(=O)Nc1cccc(Cl)c1Cl)=N\NC(=O)c1ccccc1N | 6 | 12 | 0.0 | 1 | -4 | 98 | 0 | 4 | 0 | -3.3
COc1ccc(NC(=O)N(Cc2cc3cc(OC)ccc3[nH]c2=O)CC2CCCO2)cc1 (stereo not drawn) | 15 | 48 | 0.0 | 2 | / | 100 | -9 | 4 | 0 | -1.9
Cc1ccc([C@@H]2CC=C(C(=O)O)[C@H](c3ccccc3)N2S(=O)(=O)c2ccc(C)cc2)cc1 | 4 | -1 | 0.3 | 5 | -5 | 100 | / | -2 | -1 | 0.2
Cn1nc(CC(=O)Nc2ccc(N3CCN(C(=O)OC(C)(C)C)CC3)cc2)c2ccccc2c1=O | 7 | -24 | 3.5 | -17 | -4 | 30* | / | 2 | -2 | -0.1
CC(=O)Nc1cccc(-c2nc3ccc(NC(C)=O)cc3[nH]2)c1 | -1 | -10 | 0.5 | 3 | / | 97 | 9 | -2 | -2 | -2.2
CC(=O)Nc1nc(C)c(C(C)C)s1 | -2 | -1 | -0.2 | 1 | -16 | 100 | 1 | 2 | 1 | -2.3
CCN(CC)c1ccc(NC(=O)C2CCC(CNc3c(N4CCCC4)c(=O)c3=O)CC2)c(C)c1 (stereo not drawn) | -2 | 0 | -0.1 | -2 | 2 | 98 | 7 | 0 | 1 | -1.4
CNc1cncc(-c2ccc(OC)cc2OC)n1 | 7 | 3 | -0.3 | -40 | -10 | 96 | -12 | 7 | 2 | 1.6
Cc1nc2c(c3c1[nH]c1ccccc13)C(=O)CC(C)(C)C2 | -12 | 20 | -0.1 | -13 | / | 95 | -12 | 3 | 7 | -2.5
CCOC(=O)N1C(=O)[C@@](CC)(c2ccccc2)N1C(=O)OCC | 9 | -8 | -0.2 | -9 | -6 | 98 | 6 | 0 | -12 | -1.4
CC(C)(C)C(=O)N1CCN(c2ccc([N+](=O)[O-])c(NCC3CCCO3)c2)CC1 (stereo not drawn) | -3 | 12 | -0.4 | 3 | -8 | 95 | -2 | 3 | 1 | -1.7
COC(=O)c1[nH]c2ccccc2c1NC(=O)CN1CCN(c2cccc(Cl)c2)CC1 | -19 | 26 | 1.3 | 4 | -2 | 97 | 17 | 3 | -7 | 7.2
COC(=O)c1ccc(COC(=O)C2CCN(S(=O)(=O)c3c(C)cc(C)cc3C)CC2)o1 | 9 | -6 | 0.4 | 0 | -6 | 97 | 2 | 3 | 1 | 4.5
O=[N+]([O-])c1ccc(-c2ccc(/C=N/Nc3nc(N4CCCCC4)nc(N4CCCCC4)n3)o2)cc1 | 1 | -2 | -0.4 | 6 | -5 | i | 7 | 3 | 2 | -0.6

Source: PubChem (several laboratories)

An unsorted share of the library (roughly 3.6% active in at least one column).
